Screening data deposited in PubChem by several laboratories.
GC-B act = human GC-B receptor activators, primary screen, HEK293 GC-B cells, cGMP TR-FRET, EC30 CNP. 0% at EC30 CNP, 100% saturating CNP. activation, % at 10 µM. actives 0.11% (n = 370,000);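 active = activation at 10 µM reaching about 35% in either raw or pattern-adjusted values, limit read from the data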
Tn6 DDE FP = inhibitors of Tn6 peptide binding to fibrin DD(E), primary screen, biochemical, fluorescence polarization, human fibrin, Tn6 probe. inhibition, % at 8.3 µM. Fibrin DD(E) TRITC-Tn6 fluorescence polarization displacement. actives 0.21% (n = 370,000);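 active = inhibition above a per-campaign cutoff: mean of compounds within control limits plus 3 SD, cut at about 15% in these data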;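 also: 0% = median of all compound wells on the plate and 100% = blocking peptide control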
HGIII-sPLA2 inh = human group III sPLA2 inhibitors, primary screen, biochemical, QFRET, BODIPY PC-A2 liposome substrate; QFRET BODIPY PC-A2 liposome hydrolysis, fluorescence; inhibition, % at 12.2 µM; actives 0.56% (n = 370,000); AID 743126, 2013;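 active = inhibition above mean plus 3 SD of compounds lying within the high and low control bounds, cut at about 19% in these data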;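 also: 0% = median of test compound wells and 100% = no enzyme DMSO wells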
GC-A act = GC-A stimulated cGMP production enhancers – HEK293 GC-A cells, cGMP TR-FRET, EC30 ANP, primary screen; Atrial natriuretic peptide receptor 1 (Homo sapiens), P16066; 0% at EC30 ANP, 100% saturating ANP; activation, % at 10 µM; actives 0.14% (n = 370,000); AID 1671463, 2021; in the data active = activation above about 40%
GAA850 FXN act = FXN promoter activators, primary screen, cell-based, luciferase luminescence, HEK293 lucGAA850; actives 0.56% (n = 360,000); activation, % at 6 µM; HEK293 lucGAA850 FXN promoter luciferase reporter, 24 h; percent of 10 µM SAHA response;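 active = activation above the average of all compounds screened plus 3 SD, cutoff fixed separately per campaign, cut at about 7.5% in these data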;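 also: 0% = DMSO wells and 100% = 10 µM SAHA wells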
ASAP1 inh = inhibitors of human ASAP1 ArfGAP activity, primary screen, biochemical, fluorescence polarization; Arf-GAP with SH3 domain, ANK repeat and PH domain-containing protein 1 (Homo sapiens), …; ASAP1-stimulated ARF1 GTP hydrolysis, GDP FP detection; inhibition, % at 16.5 µM; actives 0.19% (n = 360,000); in the data active = inhibition above about 25%;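 also: 0% = vehicle with enzyme and substrate and 100% = no enzyme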
Target sequence (Q9ULH1 325-724 limits assumed): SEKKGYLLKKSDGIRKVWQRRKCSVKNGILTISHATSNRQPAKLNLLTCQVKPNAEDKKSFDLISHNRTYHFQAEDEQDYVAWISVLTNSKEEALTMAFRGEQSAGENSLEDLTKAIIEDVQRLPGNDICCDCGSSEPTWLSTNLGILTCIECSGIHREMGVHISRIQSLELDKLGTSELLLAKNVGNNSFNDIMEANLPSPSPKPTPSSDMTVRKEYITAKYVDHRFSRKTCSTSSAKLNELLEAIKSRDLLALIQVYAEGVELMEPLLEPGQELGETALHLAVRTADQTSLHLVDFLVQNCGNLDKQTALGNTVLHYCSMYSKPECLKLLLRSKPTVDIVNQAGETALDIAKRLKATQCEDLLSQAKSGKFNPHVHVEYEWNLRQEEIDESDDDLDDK
rCAG RNA binder = binders of r(CAG) RNA repeats, primary screen, biochemical, fluorescence | r(CAG) RNA repeat, TO-PRO-1 dye displacement fluorescence | inhibition, % at 3 µM | actives 1.3% (n = 370,000);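 active = inhibition above the plate cutoff, the mean of all test compounds on that plate plus 3 SD, cut at about 35% in these data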;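 also: 0% = DMSO alone and 100% = 100 µM mitoxantrone as full dye displacement; higher means more dye released from RNA so lower well fluorescence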
proKLK7 act = proKLK7 zymogen activators, primary screen, biochemical, fluorescence intensity; purified proKLK7, EDANS-DABCYL substrate fluorescence; 100% is mature enzyme control, 0% vehicle; activation, % at 7 µM; actives 0.9% (n = 370,000); AID 652039, 2013;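 active = activation above the mean of all tested compounds plus 3 SD, computed per campaign excluding outliers beyond control limits, cut at about 13% in these data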
ARFGAP1 inh = inhibitors of rat ARFGAP1 GAP activity, primary screen, biochemical, fluorescence polarization, GDP tracer. ADP-ribosylation factor GTPase-activating protein 1 (Rattus norvegicus), Q62848. Arfgap1-stimulated ARF1 GTP hydrolysis, GDP FP detection. inhibition, % at 16.5 µM. actives 0.26% (n = 360,000). AID 651572, 2012;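 active = inhibition above a per-plate limit, mean inhibition of low control wells plus 3 SD, cut at about 25% in these data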;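 also: 0% = DMSO wells with enzyme and 100% = wells lacking Arfgap1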
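Assay system: purified rat His6-Arfgap1 residues 1-136 (GAP domain); Reagent: human Δ17 ARF1 bound to GTP; Dosing: 16.5 µM single point, 1.26% DMSO; Times: GTP hydrolysis reaction 2 h at 25 °C; Signal: FP, GDP Alexa 633 tracer displaced from anti-GDP antibody, 620/688 nm; Measure: % inhibition from polarization.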
ADAM10 inh = human ADAM10 inhibitors, primary screen, biochemical, QFRET, HTS | Disintegrin and metalloproteinase domain-containing protein 10 (Homo sapiens), O14672 | recombinant ADAM10, EDANS/DABCYL FRET peptide cleavage, 3 h | inhibition, % at 7 µM | actives 0.62% (n = 370,000) | AID 720582, 2013;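 active = inhibition above a per-campaign cutoff equal to the mean of compounds falling between control-based bounds plus 3 SD, cut at about 20% in these data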;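 also: 0% = DMSO wells while the 100% control is not disclosed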
Target sequence (O14672 214-748 limits assumed): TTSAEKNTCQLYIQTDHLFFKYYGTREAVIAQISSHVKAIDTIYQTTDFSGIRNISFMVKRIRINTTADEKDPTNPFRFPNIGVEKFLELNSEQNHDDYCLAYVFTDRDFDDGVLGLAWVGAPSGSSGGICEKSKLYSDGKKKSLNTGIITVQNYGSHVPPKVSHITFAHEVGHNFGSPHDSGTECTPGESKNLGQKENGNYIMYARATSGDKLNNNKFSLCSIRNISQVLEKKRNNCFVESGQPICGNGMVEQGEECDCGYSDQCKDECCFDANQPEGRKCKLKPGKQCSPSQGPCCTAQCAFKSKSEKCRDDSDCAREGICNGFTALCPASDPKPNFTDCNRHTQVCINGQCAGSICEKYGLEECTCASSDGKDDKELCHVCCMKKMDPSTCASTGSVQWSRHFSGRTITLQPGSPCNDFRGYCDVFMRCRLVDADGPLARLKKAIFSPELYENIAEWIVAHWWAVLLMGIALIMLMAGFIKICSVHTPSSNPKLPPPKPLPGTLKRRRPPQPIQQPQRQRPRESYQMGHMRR
* marks the source's active call; other numbers are inactive results; i = inactive; nt = not tested or not shown.

SMILES	ADAM10 inh	GAA850 FXN act	GC-B act	ARFGAP1 inh	Tn6 DDE FP	GC-A act	ASAP1 inh	rCAG RNA binder	proKLK7 act	HGIII-sPLA2 inh
CC(CC(=O)c1ccc(F)cc1)N1CCN(c2ccccc2)CC1 (configuration not stated)	2	0.4	1	8	-3	63*	16	1	0.1	3
COc1ccc(NC(=O)CN2CCN(Cc3ccc4c(c3)OCO4)CC2)cc1OC	-4	1.7	6	0	2	1	7	-8	0.0	1
Cc1cccnc1NC(=O)c1ccc(Cl)c(S(=O)(=O)N2CCCC2)c1	-5	0.2	4	-15	5	1	-4	-1	-0.1	1
CC(C)(C)OC(=O)C(C(=O)OC(C)(C)C)c1ccc(Cl)nn1	4	0.0	-1	-7	6	-3	0	-6	0.4	-11
CC(C)[C@H](NC(=O)Nc1cccc(C(F)(F)F)c1)C(=O)O	2	-1.9	-5	-9	0	6	8	1	-0.7	2
CC1(C)OC(=O)N(c2cccnc2)C1(C)O (configuration not stated)	2	-2.2	-1	-8	-2	3	3	0	0.2	-2
Cc1oc(C(C)(C)C)cc1C(=O)N1CCCC1C(=O)O (configuration not stated)	-7	0.4	6	0	0	-3	6	-2	-0.3	1
CCC(C(=O)Nc1ccccc1N1CCCC1)c1ccccc1Cl (configuration not stated)	6	nt	-7	nt	8	-12	nt	-1	0.7	10
Cc1cc(OCC(=O)Nc2nccs2)c2c(C)c(C)c(=O)oc2c1	-28	2.0	0	-7	-1	-1	-2	1	0.9	12
CCOC(=O)/C(=N\Nc1ccccc1)P(=O)(c1ccccc1)c1ccccc1	7	-0.4	-9	-10	4	-11	-12	-11	-0.1	-1
N#Cc1ccccc1OCC(=O)Nc1cccc(S(=O)(=O)N2CCCCCC2)c1	6	1.3	-4	11	1	-2	9	2	0.5	-37
CCn1c(SCC(=O)N/N=C/c2ccccc2OCC(=O)O)nnc1-c1ccc(C)cc1	-4	-0.6	0	-1	10	5	-13	7	0.0	1
O=C(Nc1cccc(Br)c1)C1CCCC1	-4	0.9	-2	11	6	-2	-8	-2	-0.2	1
O=C(O)c1ccccc1C(=O)OCC1CCC(=NO)CC1 (configuration not stated)	-4	0.9	2	1	-3	4	4	0	-0.1	-2
COc1cc(OC)c2ccc(=O)oc2c1C(CCN1CCCC(C)C1)c1ccc(N(C)C)cc1 (configuration not stated)	-10	-0.6	-7	1	-3	-10	-4	3	1.9	0
CC(C)CCn1cnc2c(sc3nc4c(cc32)CSC(C)(C)C4)c1=O	-8	-1.1	6	2	1	1	3	-3	-0.5	10
COC(=O)c1[nH]c2ccc(C)cc2c1NC(=O)CCN1CCN(Cc2ccc3c(c2)OCO3)CC1	-93	0.6	5	7	4	-3	5	2	1.5	-11
O=[N+]([O-])c1ccc(-c2csc(COc3ccccc3)n2)cc1	-6	-0.5	3	8	-4	0	11	0	-0.8	2
CC1(C)CC(=O)C=C(NCCc2c[nH]c3ccccc23)C1	-4	-0.9	0	2	2	3	5	-3	-0.8	-27
COc1ccc(/C=C(\C#N)C(=O)N=CN(C)C)cc1	-4	-0.8	-1	3	-6	-3	9	0	0.8	7
Cc1cc2cc(CNC(=O)C(C)Oc3ccccc3)ccc2n1C (configuration not stated)	-8	1.3	3	-9	36*	0	-6	-1	0.3	1
CCCCS(=O)CC(COc1ccc(Cl)cc1)OC(=O)c1ccccc1 (configuration not stated)	10	-0.2	-4	18	-3	-2	-8	-1	0.3	-28
CC(C)(C)C(=O)CSc1nnc(-c2cccs2)n1CC1CCCO1 (configuration not stated)	5	-0.7	6	7	2	3	-8	-2	0.5	8
COC(=O)c1cc(Br)c(=O)n(CCN2CCCC2)c1	-1	-1.1	4	3	17*	4	-9	4	-0.6	1
Cc1cc(C)cc(SCc2noc(C(=O)NCC3CC3)c2C(=O)NCC2CC2)c1	8	nt	-1	-4	-4	2	5	-6	0.3	-4

Overlap with the part before: two compounds, followed by the next part.
SMILES	ADAM10 inh	GAA850 FXN act	GC-B act	ARFGAP1 inh	Tn6 DDE FP	GC-A act	ASAP1 inh	rCAG RNA binder	proKLK7 act	HGIII-sPLA2 inh
COC(=O)c1cc(Br)c(=O)n(CCN2CCCC2)c1	-1	-1.1	4	3	17*	4	-9	4	-0.6	1
Cc1cc(C)cc(SCc2noc(C(=O)NCC3CC3)c2C(=O)NCC2CC2)c1	8	nt	-1	-4	-4	2	5	-6	0.3	-4
O=C(NC1CCCC1)C(c1ccccc1)N(Cc1ccc(F)cc1)C(=O)c1csnn1 (configuration not stated)	-4	2.5	-15	4	-5	-8	-4	-2	-0.3	1
Cn1c(CC(=O)Nc2ccccc2C(F)(F)F)c(Sc2ccccc2)c2ccccc21	6	-0.6	-6	11	12	-4	-3	2	0.7	-3
COC(=O)c1ccc(CNC(=O)CN2C(=O)NC(Cc3ccccc3)(c3ccccc3)C2=O)cc1 (configuration not stated)	9	-0.8	-1	15	-7	3	-1	0	1.4	-13
Cc1cn([C@@H](CCCCN)C(=O)NCCCCCCCCCCC(=O)N2CCNCC2)nn1	-1	0.7	0	-2	2	0	0	0	0.4	0
O=C(c1ccc(S(=O)(=O)N2CCOCC2)cc1)N1CCN(c2ccccn2)CC1	2	0.2	-2	0	6	4	7	-6	-0.9	2
CCCCNC(=O)C1(C)CCCCN1Cc1ccccc1-c1ccccc1 (configuration not stated)	12	1.2	-17	-6	3	-11	1	2	0.2	-10
O=C(CN1CCc2ccccc21)NCc1ccc2c(c1)OCO2	-1	2.5	-6	2	1	-2	8	1	-0.9	-2
NC(=S)N/N=C\c1ccc(-c2cccc(Cl)c2Cl)o1	-23	0.7	-21	12	0	-34	2	10	0.9	4
COc1ccc(S(=O)(=O)NCc2ccccn2)cc1NC(=O)c1ccccc1F	0	-3.0	-3	3	2	-6	0	-4	2.9	-4
Cc1ccc2c(c1)NC(=O)C(CC(=O)NCCCN1CCc3ccccc3C1)O2 (configuration not stated)	-10	-0.9	6	-7	3	-2	5	2	-0.5	-4
CC(C)NC(=S)N1CCN(C/C=C/c2ccccc2)CC1	3	-1.0	4	-10	4	1	-15	-4	-0.4	3
c1ccc(COc2ccc(CNCc3cccs3)cc2)cc1	0	1.4	-11	12	0	-25	13	-7	0.5	4
COc1ccc(NC(=O)C(c2ccccc2)n2c(=O)c(-c3ccco3)nc3ccccc32)cc1 (configuration not stated)	-58	nt	-10	8	-2	-3	-1	18	0.3	-5
O=C(Nc1ncc(Cc2ccc(SC(F)F)cc2)s1)c1ccccc1	1	1.9	-4	15	1	5	11	7	-0.3	0
O=C(NCc1ccco1)Nc1cccs1	-15	0.4	-10	-16	3	-7	1	6	0.1	1
Cc1cccc(C)c1NC(=O)COc1cccc(/C=N/NC(=O)C(=O)NCc2ccccc2)c1	3	0.2	4	0	-4	-2	-6	-1	0.0	0
CCc1cccc(NC(=O)C2CCN(S(=O)(=O)c3ccc4c(c3)NC(=O)CO4)CC2)c1	2	2.3	-3	10	-4	-4	-13	2	0.8	-24
CCOC(=O)c1c(C)cc2c(CO)n[nH]c(=O)c2c1C	-13	-1.2	3	10	-2	0	-8	0	0.0	9
Cc1cc(NCc2ccccn2)n2ncc(-c3ccccc3)c2n1	-30	1.7	1	8	2	5	-9	1	-3.6	4
O=C(NC1CCCC1)C(c1ccsc1)N(Cc1ccccc1)C(=O)Cc1cccs1 (configuration not stated)	4	14*	-10	-2	-8	-39	-3	-4	0.4	-1
CCS(=O)(=O)c1ccc2oc(SCC(=O)NCCc3ccc(OC)cc3)nc2c1	-1	-1.0	-8	3	2	-2	9	6	0.1	0
Cc1ccc(S(=O)(=O)N[C@H](C(=O)N2CCC(C(=O)N[C@@H](CCC(N)=O)C(=O)O)CC2)C(C)C)cc1	-3	-0.6	4	-10	3	0	-9	0	-0.1	2
COc1cc(SC)ccc1C(=O)N(C)CC(=O)Nc1cccc2ccccc12	-1	0.0	-2	-2	-3	-3	-7	3	0.0	-6
Cc1ccc(OC(=O)C2c3ccccc3Oc3ccccc32)cc1C	0	-0.9	4	8	-6	-3	13	0	-0.2	-27
Cc1ccc2sc(N(CCCN(C)C)C(=O)c3ccc(S(=O)(=O)N4CCCCCC4)cc3)nc2c1C	10	0.9	-7	3	6	-8	-18	1	0.1	-14
COc1cc(C(=O)Nc2ccc(NC(C)=O)cc2)ccc1OCc1ccccc1	-1	2.0	1	-2	-2	-2	8	-2	-0.5	4
COCC(C)n1c(C)cc(C(=O)CSc2nc3ccccc3c(=O)[nH]2)c1C (configuration not stated)	-2	-2.1	6	15	-13	-8	-4	3	-0.4	1
Cc1onc(-c2c(Cl)cccc2Cl)c1C(N)=S	3	2.3	5	6	2	-3	-2	-3	0.2	7
Cc1ccc(N/N=C(\C#N)C(=N)N2CCCCCC2)cc1	0	2.3	-5	12	3	2	2	-1	0.7	11
O=C(O)/C=C/c1ccc([N+](=O)[O-])o1	-9	2.8	-5	-8	-6	-2	-10	2	0.7	7
CON(C)C(=O)CCN(Cc1ccccc1)C(=O)OC(C)(C)C	0	-0.1	-1	-10	-3	-1	-2	-6	-0.2	5
Cc1csc2ncc(C(=O)N3CCCc4ccccc43)c(=O)n12	-60	-0.3	-7	-7	1	0	3	-1	0.5	11
CCOC(=O)c1c(-c2ccc(OC)cc2)oc2ccc(OCC(N)=O)cc12	i	1.6	-8	0	0	-2	3	-1	-69	-5
Cc1ccccc1NC(=O)CC1SC(=Nc2ccc(O)cc2)NC1=O (configuration not stated)	1	-0.2	-1	3	0	0	9	2	0.1	-5
N#CCC(=O)Nc1ccc(C(=O)OCC(=O)NCc2ccc3c(c2)OCO3)cc1	-15	0.7	-5	8	-1	0	-7	17	-1.1	-55
C=COC(=O)CSc1nc(-c2cccs2)ccc1C#N	-131	0.6	-7	-5	3	6	15	16	8.9	4
CC(OC(=O)CC1CCCCC1)C(=O)Nc1cccc(C#N)c1 (configuration not stated)	-10	1.7	2	16	5	3	-9	-1	-0.1	-1
CC(C)(C)NC(=O)Cn1c(Cl)nc2ccccc21	1	-0.1	2	7	7	3	-3	-3	0.2	4
